# Bioassay records as filed in PubChem BioAssay.
# Rac1 wt modul = modulators of human Rac1 wildtype GTP binding | P63000 | GST-Rac1 beads, fluorescent GTP binding, flow cytometry; actives lie on both sides; 0 = cold GTP competed, 100 = untreated | GTP binding activity (% of control), % at 10 µM | hit rate 0.27% among 190,000;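 active means GTP binding activity at least 20 points away from the 100% control level, either lower or higher; inconclusive means compound flagged as likely green fluorescent, judged across all proteins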
# HRas wt GTP = changes GTP binding to wildtype human HRas; P01112; GST-Ras wt beads, Bodipy-FL-GTP binding, flow cytometry; actives lie on both sides; GTP binding activity, % at 10 µM; hit rate 0.14% among 190,000; AID 759;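 active means GTP binding activity at least 20% away from the 100% baseline, either lowered as inhibitor or raised as activator; inconclusive means flagged as likely green fluorescent, judged across all proteins in the well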;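 further: 0% = unlabeled GTP competition control and 100% = no-compound control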
# Target sequence (P01112 whole entry, looked up): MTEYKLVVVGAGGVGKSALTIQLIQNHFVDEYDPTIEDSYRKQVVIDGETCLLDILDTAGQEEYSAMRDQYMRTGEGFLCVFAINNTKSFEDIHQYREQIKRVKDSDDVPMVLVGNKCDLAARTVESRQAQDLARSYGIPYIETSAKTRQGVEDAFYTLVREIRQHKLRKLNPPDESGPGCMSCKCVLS
# Rac1 act GTP bind = modulators of GTP binding to human Rac1 activated mutant. P63000. GST-Rac1 activated beads, fluorescent GTP binding, flow cytometry; actives lie on both sides; 100% means binding = to untreated wells. percent activity (GTP binding), % at 10 µM. hit rate 0.11% among 190,000. AID 764;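 active means GTP binding at least 20 percentage points away from the 100% baseline, in either direction, so actives lie on both sides; inconclusive means Compound likely fluorescent itself, or too few beads counted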
# ABCB1 block = human ABCB1 inhibition, ABCG2 as counter-screen; CCRF-Adr cells, JC-1 efflux, flow cytometry; P08183; hit rate 0.067% among 190,000; inhibition, % at 6.6 µM; in the data active means inhibition above about 40%;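 further: 0% = vehicle and 100% = reference inhibitor; higher value means more JC-1 retained so stronger ABCB1 efflux block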
# ABCG2 inh = inhibitors of human ABCG2 transporter, ABCB1 counter-screen; IgMXP3 cells, JC-1 efflux, flow cytometry; hit rate 0.1% among 190,000; inhibition, % at 6.6 µM;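 active means inhibition above 80%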;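 further: 0% = DMSO and 100% = nicardipine control wells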
# Target sequence (Q9UNQ0 whole entry, looked up): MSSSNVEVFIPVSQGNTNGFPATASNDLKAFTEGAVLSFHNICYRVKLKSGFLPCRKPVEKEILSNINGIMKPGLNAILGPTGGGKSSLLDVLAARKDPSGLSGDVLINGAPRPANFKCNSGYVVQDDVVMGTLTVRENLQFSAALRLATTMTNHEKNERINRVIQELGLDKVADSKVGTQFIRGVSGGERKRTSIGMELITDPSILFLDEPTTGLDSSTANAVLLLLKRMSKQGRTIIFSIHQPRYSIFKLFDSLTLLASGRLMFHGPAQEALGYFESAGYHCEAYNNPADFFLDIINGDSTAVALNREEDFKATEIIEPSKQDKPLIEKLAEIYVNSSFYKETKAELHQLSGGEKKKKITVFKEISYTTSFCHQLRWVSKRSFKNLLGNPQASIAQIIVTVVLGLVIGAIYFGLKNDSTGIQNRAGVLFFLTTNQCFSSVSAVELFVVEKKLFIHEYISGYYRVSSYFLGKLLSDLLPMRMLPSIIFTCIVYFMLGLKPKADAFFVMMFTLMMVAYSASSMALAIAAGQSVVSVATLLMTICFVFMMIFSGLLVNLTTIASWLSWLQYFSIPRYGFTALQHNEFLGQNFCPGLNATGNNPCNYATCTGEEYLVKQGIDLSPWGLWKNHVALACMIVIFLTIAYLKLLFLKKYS
#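 Test system: ABCG2 IgMXP3 and barcoded ABCB1 CCRF-Adr cell mix; Schedule: cells with compound and JC-1, 10 min at 25 °C, rotating, no wash; Technique: flow cytometry of retained JC-1 fluorescence; Measure: % inhibition of efflux relative to nicardipine and DMSO; Controls: nicardipine high and DMSO low controls.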
# Mcl1-Noxa inh = Mcl-1/Noxa interaction inhibition. TR-FRET Mcl-1/Noxa peptide binding, 2 h. hit rate 1.5% among 220,000. AID 1022. inhibition, % at 21.7 µM;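 active means compounds that cut the protein-peptide binding signal by more than 50% relative to plate controls in a single-dose test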;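 further: His-tagged Mcl-1 with rhodamine Noxa BH3 peptide and terbium anti-His antibody; 0% = Mcl-1 plus Noxa peptide wells and 100% = peptide-only wells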
# Avidin bead fluor = compound fluoresces at 488/530 nm on avidin beads. fluorescence (KMESF) at 10 µM. compound fluorescence 488/530 nm, flow cytometry; active compounds read high. AID 1775. hit rate 0.38% among 220,000; in the data active means fluorescence above about 47; further: inactives centre near 10
# Cdc42 wt GTP = human Cdc42 wildtype GTP binding change, either direction. P60953. GST-Cdc42 beads, Bodipy-GTP binding, flow cytometry; actives lie on both sides. percent activity (GTP binding), % at 10 µM. hit rate 0.2% among 190,000. AID 761;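 active means percent activity GTP binding at least 20 points away from the 100% baseline, either down as inhibitor or up as activator; inconclusive means compound flagged as likely green fluorescent from well-wide comparison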;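 further: median bead fluorescence of bound Bodipy-FL-GTP at 100 nM; 0% = excess unlabeled GTP control and 100% = no compound control; below 100% means less GTP binding so inhibitor and above means activator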
# Target sequence (P60953 whole entry, looked up): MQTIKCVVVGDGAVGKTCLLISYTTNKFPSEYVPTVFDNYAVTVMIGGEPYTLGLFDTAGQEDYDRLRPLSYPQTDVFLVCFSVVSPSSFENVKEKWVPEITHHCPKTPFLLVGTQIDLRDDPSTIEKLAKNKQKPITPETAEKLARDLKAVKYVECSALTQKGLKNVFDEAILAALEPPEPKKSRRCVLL
# Pf gamet viab = inhibitors of late stage P. falciparum gametocyte viability; P. falciparum stage V gametocytes, ATP luminescence, 24 h; inhibition, % at 10.9 µM; hit rate 0.065% among 150,000;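 active means inhibition above the mean plus 3 SD of compounds within the control limits, set per campaign, cut at about 38% in these data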;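 further: 0% = DMSO wells and 100% = medium only without gametocytes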
# Rab7 wt GTP bind = dog Rab7 wildtype GTP binding, inhibitors and activators; hit rate 0.055% among 190,000; GST-Rab7 beads, fluorescent GTP binding, flow cytometry; actives lie on both sides; untreated = 100%, excess cold GTP = 0%; AID 758; GTP binding activity (percent of control), % at 10 µM;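 active means fluorescent GTP binding to Rab7 beads changed by at least 20 points from the 100% baseline, either direction, mostly lower; inconclusive means compound itself probably fluorescent, or too few beads counted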;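 further: median green fluorescence of bound Bodipy-FL-GTP per Rab7 bead population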
# Rab2A wt mod = changes GTP binding to wildtype dog Rab2A, up or down | P61105 | GST-Rab2 wt beads, Bodipy-GTP binding, flow cytometry | GTP binding activity, % at 10 µM | hit rate 0.19% among 190,000;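 active means GTP binding activity at least 20 points away from 100%, either lowered or raised; inconclusive means signal likely due to the compound's own green fluorescence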;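 further: 0% = beads with excess unlabeled GTP and 100% = no-compound control corrected for plate trend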
# Numbers without * were called inactive; ? = inconclusive; · = not tested or not shown. Not all compounds are listed, so the mix of outcomes need not match the whole.
no.	Structure	Rac1 wt modul	HRas wt GTP	Rac1 act GTP bind	ABCB1 block	ABCG2 inh	Mcl1-Noxa inh
1	CN1C(=O)NC(=O)/C(=C\c2ccc([N+](=O)[O-])o2)C1=O	93	96	94	-0.7	-1	31
2	O=C(Nc1cccc(OC(=O)N2CCCCC2)c1)N1CCCCC1	104	102	101	0.3	1	7
3	O=C(c1ccc(Cl)cc1)C1CCCN(Cc2ccc3ncccc3c2)C1 (stereo not given)	100	98	96	5.1	9	-1
4	C=CCn1c(O)c(C(CC)=Nc2ccccc2NC(C)=O)c(=O)[nH]c1=O	97	97	91	0.4	7	13
5	Cc1ccc2nsnc2c1-n1c(C)nc2ccccc2c1=O	94	95	95	0.8	1	21
6	O=P1(Nc2ccc(F)cc2)COc2ccccc2OC1	99	100	98	0.3	2	16
7	CC(C)N1CCN(Cc2cccc([N+](=O)[O-])c2)CC1	98	97	98	0.6	1	20
8	Cc1nn(-c2ccccc2)c2c1C(c1ccc3c(c1)OCO3)SCC(=O)N2 (stereo not given)	105	100	100	2.5	5	-1
9	CC(=O)NC(=O)NC(C)Cc1ccccc1 (stereo not given)	106	101	101	0.8	1	7
10	COCc1ccc(CN2CCCC(C(=O)c3sccc3C)C2)o1 (stereo not given)	103	101	98	0.3	-1	1
11	CCCCN1C(=O)NC(=O)C2(Cc3ccccc3N3CCOCC32)C1=O (stereo not given)	99	96	97	-0.3	17	1
12	Cc1cc(C(=O)CS(=O)(=O)c2ccccc2)cc(C)c1OC(=O)N(C)C	101	98	98	-1.2	2	17

no.	Avidin bead fluor	Cdc42 wt GTP	Pf gamet viab	Rab7 wt GTP bind	Rab2A wt mod
1	7	92	·	102	96
2	9	103	·	99	102
3	11	96	·	95	99
4	10	95	25	96	95
5	1	97	·	96	95
6	6	100	5	96	99
7	12	98	·	97	98
8	2	103	25	97	99
9	24	101	·	101	100
10	12	99	·	104	100
11	26	97	3	94	97
12	9	103	10	108	103

# Random excerpt: five entries already listed, in no set order.
no.	Structure	Rac1 wt modul	HRas wt GTP	Rac1 act GTP bind	ABCB1 block	ABCG2 inh	Mcl1-Noxa inh
7	CC(C)N1CCN(Cc2cccc([N+](=O)[O-])c2)CC1	98	97	98	0.6	1	20
1	CN1C(=O)NC(=O)/C(=C\c2ccc([N+](=O)[O-])o2)C1=O	93	96	94	-0.7	-1	31
11	CCCCN1C(=O)NC(=O)C2(Cc3ccccc3N3CCOCC32)C1=O (stereo not given)	99	96	97	-0.3	17	1
8	Cc1nn(-c2ccccc2)c2c1C(c1ccc3c(c1)OCO3)SCC(=O)N2 (stereo not given)	105	100	100	2.5	5	-1
6	O=P1(Nc2ccc(F)cc2)COc2ccccc2OC1	99	100	98	0.3	2	16

no.	Avidin bead fluor	Cdc42 wt GTP	Pf gamet viab	Rab7 wt GTP bind	Rab2A wt mod
7	12	98	·	97	98
1	7	92	·	102	96
11	26	97	3	94	97
8	2	103	25	97	99
6	6	100	5	96	99

# Next entries.
no.	Structure	Rac1 wt modul	HRas wt GTP	Rac1 act GTP bind	ABCB1 block	ABCG2 inh	Mcl1-Noxa inh
13	O=C(COc1ccc(S(=O)(=O)N2CCOCC2)cc1)N1CCN(Cc2ccc3c(c2)OCO3)CC1	104	101	99	0.0	0	-7
14	Cc1ccc(-c2nc3ccccc3c(=O)n2-c2ncccc2C)cc1	100	102	98	-0.1	0	1
15	CCC(=NC1CCN(Cc2ccccc2)CC1)c1c(O)[nH]c(=O)[nH]c1=O	102	102	99	0.2	3	15
16	O=C(Nc1ccc(OC(=O)N2CCCCC2)cc1)N1CCOCC1	95	92	93	-0.3	-1	3
17	Nc1c(C(=O)NC2CCCC2)c2nc3ccccc3nc2n1CC1CCCO1 (stereo not given)	100	99	100	-1.2	-4	21
18	COc1cccc(CNC2CN3CCC2CC3)c1OC (stereo not given)	105	102	98	0.0	0	19
19	CCCC(=O)C1C(=O)NC(=O)NC1=O	102	102	100	-0.2	-2	·
20	OC(CCNCCc1c[nH]c2ccccc12)C(F)(F)F (stereo not given)	101	97	95	0.3	1	-15
21	COc1cc(N2CCOCC2)ccc1C=C1C(=O)NC(=O)NC1=O	102	100	99	-0.2	-1	2
22	NC1CCCCC1N=Cc1c(O)n(Cc2ccc(F)cc2)c(=O)[nH]c1=O (stereo not given)	106	103	100	0.2	2	-11
23	CC1CCN(C(=O)C(C)Cl)CC1 (stereo not given)	98	95	94	0.3	0	4
24	COC(=O)C(O)(c1ccc(NC(=O)c2ccco2)c(OC)c1)C(F)(F)F (stereo not given)	101	97	94	2.1	42	4

no.	Avidin bead fluor	Cdc42 wt GTP	Pf gamet viab	Rab7 wt GTP bind	Rab2A wt mod
13	10	105	·	100	101
14	14	102	2	100	103
15	36	103	4	100	100
16	12	94	13	92	96
17	5	95	·	94	97
18	14	102	·	103	102
19	10	102	·	98	100
20	25	99	-6	95	97
21	4	101	·	99	100
22	7	103	·	102	101
23	5	96	·	97	96
24	17	96	·	101	101

# Compounds from the list above containing a furan ring, fused or not, in the order listed:
no.	Structure	Rac1 wt modul	HRas wt GTP	Rac1 act GTP bind	ABCB1 block	ABCG2 inh	Mcl1-Noxa inh
1	CN1C(=O)NC(=O)/C(=C\c2ccc([N+](=O)[O-])o2)C1=O	93	96	94	-0.7	-1	31
10	COCc1ccc(CN2CCCC(C(=O)c3sccc3C)C2)o1 (stereo not given)	103	101	98	0.3	-1	1
24	COC(=O)C(O)(c1ccc(NC(=O)c2ccco2)c(OC)c1)C(F)(F)F (stereo not given)	101	97	94	2.1	42	4

no.	Avidin bead fluor	Cdc42 wt GTP	Pf gamet viab	Rab7 wt GTP bind	Rab2A wt mod
1	7	92	·	102	96
10	12	99	·	104	100
24	17	96	·	101	101

# Molecules above that contain a nitro group on carbon (2):
no.	Structure	Rac1 wt modul	HRas wt GTP	Rac1 act GTP bind	ABCB1 block	ABCG2 inh	Mcl1-Noxa inh
1	CN1C(=O)NC(=O)/C(=C\c2ccc([N+](=O)[O-])o2)C1=O	93	96	94	-0.7	-1	31
7	CC(C)N1CCN(Cc2cccc([N+](=O)[O-])c2)CC1	98	97	98	0.6	1	20

no.	Avidin bead fluor	Cdc42 wt GTP	Pf gamet viab	Rab7 wt GTP bind	Rab2A wt mod
1	7	92	·	102	96
7	12	98	·	97	98

# Continuation:
no.	Structure	Rac1 wt modul	HRas wt GTP	Rac1 act GTP bind	ABCB1 block	ABCG2 inh	Mcl1-Noxa inh
25	Cn1c(O)c(C=NC2CCCCCC2)c(=O)[nH]c1=S	99	97	96	1.4	7	7
26	COC(=O)c1ccc(N2C(=O)CC(N3CCC(n4c(=O)[nH]c5ccccc54)CC3)C2=O)cc1 (stereo not given)	95	98	94	-0.1	0	4
27	Cc1nc2ccccc2c(=O)n1-c1cccc(O)c1	100	100	98	0.0	1	-6
28	CC1CCCCN1CC(=O)c1ccc2cc[nH]c2c1 (stereo not given)	98	97	99	-1.3	-3	13
29	NCCNc1ccc([N+](=O)[O-])c2cccnc12	97	96	98	0.3	1	4
30	CC1=C(C(=O)Nc2ccccc2)SCCO1	97	100	96	0.3	2	3
31	CN1CC[C@@]23CCCC[C@@H]2[C@@H]1Cc1ccc(O)cc13	96	97	94	1.1	8	21
32	COc1ccc(C2C(C#N)=C(N)Oc3c2c(=O)oc2ccccc32)cc1Cn1cc([N+](=O)[O-])cn1 (stereo not given)	103	103	101	3.7	5	4
33	O=c1[nH]c(=O)n(Cc2ccccc2)c(O)c1C=Nc1ccc(CN2CCOCC2)cc1	103	101	98	-0.1	3	17
34	Cc1cccc(-n2c(O)c(/C=C/C=Nc3ccccc3)c(=O)[nH]c2=O)c1	105	101	100	-0.1	0	6
35	CN1CCCC(C(=O)c2ccc(Cl)cc2)C1 (stereo not given)	100	96	98	0.3	0	9
36	O=[N+]([O-])c1ccc(N2CCOCC2)c2cccnc12	99	99	94	0.4	10	-2

no.	Avidin bead fluor	Cdc42 wt GTP	Pf gamet viab	Rab7 wt GTP bind	Rab2A wt mod
25	6	97	·	95	96
26	11	93	-7	97	97
27	39	102	·	96	98
28	8	94	·	96	98
29	10	96	-26	96	95
30	12	98	·	100	96
31	7	95	·	105	92
32	8	104	2	98	101
33	6	103	27	99	101
34	14	100	·	99	101
35	12	97	·	97	96
36	9	95	-5	102	101

# Next part:
no.	Structure	Rac1 wt modul	HRas wt GTP	Rac1 act GTP bind	ABCB1 block	ABCG2 inh	Mcl1-Noxa inh
37	Cc1c(C=C2C(=O)NC(=O)NC2=O)c(=O)n(-c2ccccc2)n1C	99	99	95	-1.4	-5	8
38	O=C(N/N=C/c1c(O)n(CCc2ccc(F)cc2)c(=O)[nH]c1=O)c1ccncc1	94	94	93	-1.1	2	-2
39	CC/C(=N\N1CCCCCC1)c1c(O)n(-c2ccccc2C)c(=O)[nH]c1=O	106	101	100	4.0	3	-6
40	C[C@H]1CCC[C@H](O)CCCCCc2cc(O)cc(O)c2C(=O)O1	109	100	95	-0.2	45	25
41	C=C1N2CCC(CC2)C1(O)c1ccccc1C (stereo not given)	96	97	99	0.7	4	12
42	O=c1cccc2n1CC1CC2CN(S(=O)(=O)c2ccccc2)C1 (stereo not given)	?	?	?	0.4	1	13
43	CCCCn1c(O)c(/C=N/N2CCCCC2c2cccnc2)c(=O)[nH]c1=S (stereo not given)	105	99	97	2.8	10	9
44	O=C1NC(=O)N(Cc2ccco2)C(=O)/C1=C/c1cccn1CCOc1ccccc1Cl	97	94	93	-1.0	-4	-8
45	CC(=O)c1cccc(OCC(O)CN2CC=C(c3ccccc3)CC2)c1 (stereo not given)	89	96	91	-2.3	-1	30
46	Cc1ccc(N2C(=O)NC(=O)/C(=C/c3ccc(-c4ccc(C(=O)O)c(Cl)c4)o3)C2=O)cc1	90	88	85	-1.4	-6	43
47	O=c1[nH]c(O)c(N=Nc2ccc(S(=O)(=O)N3CCOCC3)cc2)c(=O)[nH]1	102	101	97	0.3	3	34

no.	Avidin bead fluor	Cdc42 wt GTP	Pf gamet viab	Rab7 wt GTP bind	Rab2A wt mod
37	6	97	6	94	99
38	13	97	21	95	95
39	19	100	·	100	101
40	15	99	·	103	103
41	11	95	12	101	95
42	14	?	28	?	?
43	9	104	·	101	98
44	14	97	16	94	93
45	14	92	-10	95	92
46	11	89	·	91	87
47	8	98	-15	101	99
